Screening results from PubChem BioAssay.
BCR signal inh – qHTS Assay to Find Inhibitors of Chronic Active B-Cell Receptor Signaling | ABC-DLBCL IkBa-CBG/CBR reporter, luminescence ratio, 4 h | Potency, µM (doses to about 46.1 µM), for the others: at the highest dose ratio change, negative = lower green/red ratio, usual class: inhibitors | 340,000 tested, 0.05% active | AID 493014, 2011; active = well fitted inhibition curve with a large enough effect in the signal ratio, with a control signal flat, not every such curve was filed as active; inconclusive = small, poorly fitted or top-dose-only effect, or effect the other way, or a change in a side signal; the % refers to the signal ratio;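 note: plate controls were basal doxycycline-induced cells for no effect and cells given 10 µM MG132 for full effect; MG132 reads +100%, hits lower the ratio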
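Compounds up to 46 uM were incubated four hours with TMD8 cells whose green CBG68 luciferase is fused to IkappaBalpha; red CBR luminescence normalised the signal, and concentration-effect curves were fitted to fusion, red and ratio data.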
* marks the source's active call; other numbers are inactive results; ? = inconclusive. Potency is the fitted concentration of half-maximal effect. An excerpt, so the mix of outcomes need not match the whole.

CCn1c(=O)c2sccc2n2c(CCCC(=O)N3CCN(c4cccc(Cl)c4)CC3)nnc12
  BCR signal inh: 7%

COc1ccccc1CNC(=O)C(=O)NCC(c1cccs1)S(=O)(=O)c1ccc(F)cc1 (centres undefined)
  BCR signal inh: ?

COc1ccc(Cl)cc1NC(=O)c1cc(S(=O)(=O)NC2CCCCCC2)ccc1F
  BCR signal inh: 0%

Cc1oc(-c2ccccc2Cl)nc1CS(=O)CC(=O)N1CCN(c2cccc(C(F)(F)F)c2)CC1 (centres undefined)
  BCR signal inh: -1%

O=C(CCSCCc1ccccn1)Nc1ccc(Cl)cc1
  BCR signal inh: -15%

CCOC(=O)c1c(NC(=O)c2ccc(S(=O)(=O)N3CCCC(C)C3)cc2)sc2c1CC(C)(C)NC2(C)C (centres undefined)
  BCR signal inh: ?

COc1ccc(CCNC(=O)c2oc(=O)c3ccccc3c2-c2ccccc2)cc1OC
  BCR signal inh: ?

CCCN(CCC)CCNC(=O)c1cc(Sc2ccc(Cl)cc2)nc2ccccc12
  BCR signal inh: ?

COCc1nc2ccccc2n1Cc1ccc(C(C)(C)C)cc1
  BCR signal inh: -29%

COc1ccc(Cl)cc1NC(=O)c1c(NCc2cccs2)sc2c1CCC(C)C2 (centres undefined)
  BCR signal inh: -13%

CCOC(=O)c1c(C)[nH]c(C)c1S(=O)(=O)N1CCC(C(=O)N2CCN(c3ccc(F)cc3)CC2)CC1
  BCR signal inh: -3%

COc1ccc(C(=O)Nc2ccc(-n3nncc3-c3ccc(OC)c(OC)c3)cc2)cc1
  BCR signal inh: ?

Cc1ccc(NC(=O)C2CCCN(S(=O)(=O)c3cccc4cccnc34)C2)c(Br)c1 (centres undefined)
  BCR signal inh: -9%

Cc1ccc(Cl)cc1-n1ncc2c(NC3CCCCC3)ncnc21
  BCR signal inh: -1%

CCOc1ccccc1NC(=O)c1ccc(F)c(S(=O)(=O)N2CCN(c3ccc(F)cc3)CC2)c1
  BCR signal inh: -5%

COc1ccc2nc(N(Cc3cccnc3)C(=O)COc3ccccc3)sc2c1
  BCR signal inh: -19%

CC(=O)c1ccc(NC(=O)CSc2nnc(NC(=O)NC3CCCCC3)s2)cc1
  BCR signal inh: 7%

Cc1c(Cl)ccc2sc(N3CCN(C(=O)C(C)C)CC3)nc12
  BCR signal inh: 0%

Cc1ccc(NC(=O)CSc2ncn[nH]2)cc1C
  BCR signal inh: -24%

COc1ccccc1CCNC(=O)C1(c2cccs2)CCOCC1
  BCR signal inh: 11%

CCN(CC)CCN(C(=O)c1ccco1)c1nc2ccc(F)cc2s1
  BCR signal inh: -20%

COc1ccc(-c2nc3scc(CCNS(=O)(=O)c4cccs4)n3n2)cc1
  BCR signal inh: ?

CCOc1ccc(CNC(=O)CN2N=C(c3ccccc3)CCC2=O)cc1OC
  BCR signal inh: -11%

COc1cc2c(cc1OC)C(COc1cccc(C(F)(F)F)c1)N(C(=O)c1ccc(S(=O)(=O)N3CCCC3)cc1)CC2 (centres undefined)
  BCR signal inh: 2%

CCOc1ccccc1NC(=O)c1nc2nc(C)cc(C(F)F)n2n1
  BCR signal inh: ?

An excerpt from above in order of formula weight, largest number first.
COc1ccc(Cl)cc1NC(=O)c1c(NCc2cccs2)sc2c1CCC(C)C2 (centres undefined)
  BCR signal inh: -13%

COc1ccc(C(=O)Nc2ccc(-n3nncc3-c3ccc(OC)c(OC)c3)cc2)cc1
  BCR signal inh: ?

CCN(CC)CCN(C(=O)c1ccco1)c1nc2ccc(F)cc2s1
  BCR signal inh: -20%

(next part)
CCc1ccccc1NC(=O)c1cc(S(=O)(=O)N2CCc3ccccc32)ccc1F
  BCR signal inh: ?

COc1ccc(C2C(=O)N(C3CCC(C)CC3)CC(=O)N2CCc2ccccc2)cc1OC (centres undefined)
  BCR signal inh: -1%

COc1ccc(S(=O)(=O)NCC(c2ccco2)S(=O)(=O)c2cccs2)cc1F (centres undefined)
  BCR signal inh: -23%

Cc1ccc(-n2ncc3c(NCCC4=CCCCC4)ncnc32)cc1C
  BCR signal inh: 5%

COc1ccc(CCNC(=O)C(=O)Nc2ccc(C)c(C)c2)cc1OC
  BCR signal inh: ?

COC(=O)c1ccc(OC)c(CN2C(=O)N(c3ccc(C(C)=O)cc3)S(=O)(=O)c3ccccc32)c1
  BCR signal inh: 7%

Cn1c(SCC(=O)Nc2ccccc2)nnc1-c1ccccc1
  BCR signal inh: 7%

CC(C)c1ccc(NC(=O)c2ccc(=O)n(Cc3ccccc3)c2)cc1
  BCR signal inh: ?

CCN(CC)S(=O)(=O)c1ccc2c(c1)N(CC(=O)NCCCN1CCN(c3cc(C)ccc3C)CC1)C(=O)CO2
  BCR signal inh: ?

COc1ccc(NC(=O)CSc2nnc(NC(=O)NC3CCCCC3)s2)cc1OC
  BCR signal inh: ?

CCOc1ccccc1Nc1nnc(-c2cc3cc(Cl)ccc3oc2=O)s1
  BCR signal inh: ?

COc1ccc(-c2ccc(NS(=O)(=O)c3ccccc3)cc2)nn1
  BCR signal inh: 24%

COc1ccccc1N1CCN(C(=O)C2CCN(S(=O)(=O)c3cccc4nonc34)CC2)CC1
  BCR signal inh: 10%

Cc1ccc2sc(N(Cc3cccnc3)C(=O)CCS(=O)(=O)c3ccccc3)nc2c1C
  BCR signal inh: ?

Cc1ccc(N2CC(NC(=O)/C=C\c3ccc4c(c3)OCO4)CC2=O)cc1 (centres undefined)
  BCR signal inh: -16%

O=C(Nc1cc(Cl)cc(Cl)c1)c1ccc(F)c(S(=O)(=O)NC2CCCCC2)c1
  BCR signal inh: ?

COc1ccc(N2CC(NC(=O)c3ccc(S(=O)(=O)N4CCCCC4)cc3)CC2=O)cc1OC (centres undefined)
  BCR signal inh: -4%

COCCNC(=O)c1cc(Sc2ccc(F)cc2F)nc2ccccc12
  BCR signal inh: 8%

Cc1ccc(CN2C(=O)c3ccccc3Sc3ccc(C(=O)NCc4ccco4)cc32)cc1
  BCR signal inh: 4%

CC1CCN(S(=O)(=O)c2ccc3[nH]cc(C(=O)NCc4ccc(F)cc4)c(=O)c3c2)CC1
  BCR signal inh: 9%

CCOc1ccc(NC(=O)c2cc(S(=O)(=O)NC3CCCCCC3)ccc2F)cc1
  BCR signal inh: 9%

CN1C(=O)c2ccccc2Sc2ccc(NC(=O)Cc3c(F)cccc3Cl)cc21
  BCR signal inh: 3%

CC(C)c1ccc(C2=CC(c3ccc(C(C)C)cc3)n3nnnc3N2)cc1 (centres undefined)
  BCR signal inh: ?

COc1ccc(CNC(=O)Cn2c(=O)oc3cc(S(=O)(=O)NCc4ccccc4)ccc32)cc1
  BCR signal inh: ?

Cc1ccc(NC(=O)c2cc(S(=O)(=O)NCCc3ccc(Cl)cc3)ccc2F)cc1
  BCR signal inh: ?

O=C(Nc1ccccc1)c1cccc(S(=O)(=O)Nc2cccc(F)c2)c1
  BCR signal inh: 12%

Cc1ccc(S(=O)(=O)C(CNC(=O)C(=O)NCCc2ccc(Cl)cc2)c2ccco2)cc1 (centres undefined)
  BCR signal inh: -19%

Cc1ccc([N+](=O)[O-])cc1S(=O)(=O)N1CCn2cccc2C1c1ccccc1 (centres undefined)
  BCR signal inh: ?

Cc1cccc(NC(=O)CSc2c(C)cnc3c2c(=O)n(C)c(=O)n3C)c1C
  BCR signal inh: 4%

COc1cccc(CNC(=O)CN2N=C(c3ccc(C)cc3)CCC2=O)c1
  BCR signal inh: -14%

CCC1CCCCN1S(=O)(=O)c1cc2c3c(c1)CC(=O)N3CCC2 (centres undefined)
  BCR signal inh: 9%

Cc1cn(C)c(CC(=O)Nc2cccc(C#N)c2)c1C(=O)O
  BCR signal inh: 5%

COc1ccc(C2=CC(c3cc(Br)ccc3F)n3c(nc4ccccc43)N2)cc1 (centres undefined)
  BCR signal inh: ?

O=C(Nc1ccc(Cl)cc1Cl)c1cc(S(=O)(=O)N2CCN(c3ccccc3F)CC2)ccc1F
  BCR signal inh: -3%

CCCS(=O)(=O)N1CCCC(C(=O)NCCCOC)C1 (centres undefined)
  BCR signal inh: 0%

CCCCOc1ccc(C(C)NC(=O)CN2C(=O)CSc3ccc(S(=O)(=O)N4CCOCC4)cc32)cc1 (centres undefined)
  BCR signal inh: ?

O=C(COc1ccc(Cl)cc1)NCC(c1ccco1)S(=O)(=O)c1ccccc1 (centres undefined)
  BCR signal inh: 5%

COc1cc(Nc2nc(SCc3cccc(Cl)c3)nc3ccccc23)cc(OC)c1
  BCR signal inh: 26%

CCOC(=O)c1ccc(N2CCN(c3cccc(Cl)c3)CC2)c(NC(=O)Nc2ccc(OC)cc2OC)c1
  BCR signal inh: ?

Cc1ccc(N2CCN(S(=O)(=O)c3c(C)[nH]c(=O)[nH]c3=O)CC2C)cc1 (centres undefined)
  BCR signal inh: -7%

O=c1oc2ccc(Br)cc2cc1-c1csc(-c2ccccc2)n1
  BCR signal inh: -21%

COc1ccc(N2CC(NC(=O)COc3cccc(C)c3)CC2=O)cc1OC (centres undefined)
  BCR signal inh: 4%

COc1ccc(-c2nc3c4ccccc4n(CC(=O)Nc4ccc(C(C)=O)cc4)c(=O)n3n2)cc1
  BCR signal inh: -3%

CCCn1ccc2c(OCC(=O)Nc3ccccc3C(=O)OCC)cccc2c1=O
  BCR signal inh: -1%

CCC(Sc1nc2n[nH]c(C)c2c(=N)n1-c1ccccc1Cl)C(=O)N(CC)CC (centres undefined)
  BCR signal inh: ?

Cc1cccc(C(=O)Nc2ccc(N3CCN(c4ccc(F)cc4)CC3)c(C(=O)O)c2)c1
  BCR signal inh: -19%

CCOc1ccccc1NC(=O)c1c(NCc2ccc(C)o2)sc2c1CCC(C)C2 (centres undefined)
  BCR signal inh: ?

CSc1cccc(N2C(=O)N(CC(=O)NCc3ccccc3Cl)c3ccccc3S2(=O)=O)c1
  BCR signal inh: -13%

Cc1ccc(C(=O)Nc2ccc(Br)cc2)cc1S(=O)(=O)N1CCOCC1
  BCR signal inh: -5%

CCOc1cccc2sc(NC(=O)CS(=O)(=O)c3ccc(C)cc3)nc12
  BCR signal inh: 12%

CCOC(=O)c1ccc(CN(Cc2ccc(F)cc2)S(=O)(=O)c2ccc(F)c(C(=O)Nc3ccccc3C(F)(F)F)c2)cc1
  BCR signal inh: 3%

Cc1ccc(NC(=O)Nc2nnc(SCC(=O)N(C(C)C)C(C)C)s2)cc1
  BCR signal inh: 0%

COc1ccc(NC(=O)COCc2cc(-c3cccs3)on2)cc1
  BCR signal inh: ?

COc1cn(CC(=O)Nc2ccc(F)cc2)c(CN2CCCCC2)cc1=O
  BCR signal inh: -8%

COCCCn1c(SCC(=O)Nc2ccccc2OC)nc2c(sc3ccccc32)c1=O
  BCR signal inh: 14%

CC(C)CNC(=O)C(=O)Nc1c2c(nn1-c1ccccc1)CS(=O)(=O)C2
  BCR signal inh: -13%

O=C(NCc1ccccc1Cl)C(=O)NCC(c1cccs1)S(=O)(=O)c1cccs1 (centres undefined)
  BCR signal inh: ?

CCc1ccccc1NC(=O)CSc1ncc(S(=O)(=O)c2ccc(C(C)C)cc2)c(N)n1
  BCR signal inh: -6%

CCc1ccc(NC(=O)c2ccc(F)c(S(=O)(=O)N3CCC(C)CC3)c2)cc1
  BCR signal inh: 0%

CC(=O)c1cc(-c2ccc(F)cc2)n(CC(=O)NCc2ccc(C)cc2)c1C
  BCR signal inh: 6%

COc1ccccc1-c1noc(CCCC(=O)Nc2cccc(C(F)(F)F)c2)n1
  BCR signal inh: -4%

CN1C(=O)c2ccccc2Sc2ccc(NC(=O)c3ccc(C(F)(F)F)cc3)cc21
  BCR signal inh: ?

COc1cccc(N2CCN(c3ncnc4onc(-c5ccc(Cl)cc5)c34)CC2)c1
  BCR signal inh: 1%

Structures listed so far that have an aryl thioether with sulfur outside any ring:
CCCN(CCC)CCNC(=O)c1cc(Sc2ccc(Cl)cc2)nc2ccccc12
  BCR signal inh: ?

CC(=O)c1ccc(NC(=O)CSc2nnc(NC(=O)NC3CCCCC3)s2)cc1
  BCR signal inh: 7%

Cc1ccc(NC(=O)CSc2ncn[nH]2)cc1C
  BCR signal inh: -24%

Cn1c(SCC(=O)Nc2ccccc2)nnc1-c1ccccc1
  BCR signal inh: 7%

COc1ccc(NC(=O)CSc2nnc(NC(=O)NC3CCCCC3)s2)cc1OC
  BCR signal inh: ?

COCCNC(=O)c1cc(Sc2ccc(F)cc2F)nc2ccccc12
  BCR signal inh: 8%

Cc1cccc(NC(=O)CSc2c(C)cnc3c2c(=O)n(C)c(=O)n3C)c1C
  BCR signal inh: 4%

COc1cc(Nc2nc(SCc3cccc(Cl)c3)nc3ccccc23)cc(OC)c1
  BCR signal inh: 26%

CCC(Sc1nc2n[nH]c(C)c2c(=N)n1-c1ccccc1Cl)C(=O)N(CC)CC (centres undefined)
  BCR signal inh: ?

CSc1cccc(N2C(=O)N(CC(=O)NCc3ccccc3Cl)c3ccccc3S2(=O)=O)c1
  BCR signal inh: -13%

Cc1ccc(NC(=O)Nc2nnc(SCC(=O)N(C(C)C)C(C)C)s2)cc1
  BCR signal inh: 0%

COCCCn1c(SCC(=O)Nc2ccccc2OC)nc2c(sc3ccccc32)c1=O
  BCR signal inh: 14%

CCc1ccccc1NC(=O)CSc1ncc(S(=O)(=O)c2ccc(C(C)C)cc2)c(N)n1
  BCR signal inh: -6%
